# Ba/F3 V617F tox = reduced viability of JAK2V617F-dependent Ba/F3 cells, primary screen, JAK2V617F inhibitor project, cell-based, Ba/F3 EpoR-JAK2V617F, luminescence. ATP luminescence. inhibition, % at 5.6 µM. 1.1% of 220,000 active;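 active = inhibition above the campaign mean plus 3 SD over all tested compounds, cut at about 24% in these data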;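 also: cytokine-independent growth of Ba/F3 cells driven by EpoR plus mutant JAK2; 0% = DMSO-treated cells and 100% = JAK inhibitor I control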
# S1P4 antag = S1P4 receptor antagonists, primary screen, cell-based. Sphingosine 1-phosphate receptor 4 (Homo sapiens), O95977. S1P4-expressing cells, antagonist mode, reporter read-out. inhibition, % at 4.98 µM. 0.26% of 220,000 active. AID 1510, 2009; in the data active = inhibition above about 29%;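 also: 0% = wells stimulated with agonist and 100% = vehicle wells without agonist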
# Target sequence (O95977 whole entry, looked up): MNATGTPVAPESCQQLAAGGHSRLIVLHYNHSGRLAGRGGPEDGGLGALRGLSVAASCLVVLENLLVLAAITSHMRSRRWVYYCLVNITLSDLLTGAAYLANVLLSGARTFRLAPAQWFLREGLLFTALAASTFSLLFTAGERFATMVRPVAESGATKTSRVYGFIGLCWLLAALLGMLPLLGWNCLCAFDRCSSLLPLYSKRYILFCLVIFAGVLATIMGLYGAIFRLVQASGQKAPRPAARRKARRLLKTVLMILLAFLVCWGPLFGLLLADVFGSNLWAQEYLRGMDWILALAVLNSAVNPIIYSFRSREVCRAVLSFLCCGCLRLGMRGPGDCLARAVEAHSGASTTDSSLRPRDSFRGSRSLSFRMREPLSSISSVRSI
# NPY-Y1 PAM-ag = NPY-Y1 receptor potentiators or agonists, primary screen, cell-based | Neuropeptide Y receptor type 1 (Homo sapiens), P25929 | NPY-Y1 expressing cells, potentiator/agonist activation | activation, % at 3.6 µM | 0.37% of 220,000 active; in the data active = activation above about 33%, passing the limit was not always enough;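 also: cells stimulated with NPY at EC10 then isoproterenol at EC100; 0% = low agonist plus stimulus and 100% = saturating agonist plus stimulus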
# BaF3 tox = parental Ba/F3 cell viability inhibition, counter-screen for JAK2V617F inhibitor project, murine pro-B, CellTiter-Glo luminescence; CellTiter-Glo ATP luminescence; inhibition, % at 5.6 µM; 1.1% of 220,000 active; AID 1486, 2009;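 active = inhibition above a per-campaign cutoff, the mean inhibition of all tested compounds plus 3 SD, cut at about 27% in these data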;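 also: 0% = DMSO wells and 100% = JAK Inhibitor I control wells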
# NPY2 pot ag = NPY-Y2 potentiators or agonists, primary screen, cell-based; AID 1359, 2008; Neuropeptide Y receptor type 2 (Homo sapiens), P49146; 0.45% of 220,000 active; activation, % at 3.6 µM; cells expressing NPY-Y2, potentiator/agonist read-out; in the data active = activation above about 27%;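 also: cells stimulated with NPY near EC25 plus isoproterenol at EC100; 0% = vehicle plus submaximal agonist and 100% = vehicle plus saturating agonist; some results beyond the cut were filed as inactive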
# Target sequence (P49146 whole entry, looked up): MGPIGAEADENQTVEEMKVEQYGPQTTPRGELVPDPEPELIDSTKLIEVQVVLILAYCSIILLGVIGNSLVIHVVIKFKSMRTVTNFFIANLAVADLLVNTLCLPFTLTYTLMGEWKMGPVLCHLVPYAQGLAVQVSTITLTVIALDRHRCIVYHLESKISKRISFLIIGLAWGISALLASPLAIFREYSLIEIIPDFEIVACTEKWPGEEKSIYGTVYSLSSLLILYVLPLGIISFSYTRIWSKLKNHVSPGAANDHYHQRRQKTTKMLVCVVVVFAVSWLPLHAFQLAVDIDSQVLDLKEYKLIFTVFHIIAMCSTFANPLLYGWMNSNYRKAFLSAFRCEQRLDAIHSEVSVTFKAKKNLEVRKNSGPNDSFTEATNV
# S1P4 ag = S1P4 receptor agonists, primary screen, cell-based; Sphingosine 1-phosphate receptor 4 (Homo sapiens), O95977; S1P4-expressing cell line, agonist reporter assay; activation, % at 4.98 µM; 0.35% of 220,000 active; in the data active = activation above about 11%;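 also: 0% = DMSO vehicle and 100% = reference agonist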
# p47phox inh = p47phox/p22phox peptide binding inhibitors, primary screen, biochemical, uHTS, NADPH oxidase regulatory subunit; AID 1274, 2008; 0.53% of 220,000 active; fluorescence polarization, 2 h; Neutrophil cytosol factor 1 (Homo sapiens), P14598; inhibition, % at 24.7 µM;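 active = inhibition above about 30%, limit read from the data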;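 also: 0% = p47phox with labelled peptide and 100% = labelled peptide alone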
# NPY-Y1 antag = NPY-Y1 receptor antagonists, primary screen, cell-based | Neuropeptide Y receptor type 1 (Homo sapiens), P25929 | HEK293-CNG Y1 cells, membrane potential fluorescence; NPY at EC95, then isoproterenol | inhibition, % at 3.6 µM | 1% of 200,000 active | AID 1040, 2008;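 active = inhibition above the campaign mean inhibition of all tested compounds plus 3 SD, cut at about 20% in these data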;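 also: 0% = DMSO wells given NPY plus isoproterenol and 100% = isoproterenol alone without NPY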
#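 System: HEK293 cells with Y1 receptor plus CNG channel / Probe or stimulus: NPY 25 nM then isoproterenol 1 µM plus Ro 20-1724 25 µM / Compound: one concentration, 3.6 µM, in 0.4% DMSO / Schedule: compound incubation 1 h at room temperature, readout 45 min post-stimulation / Measured by: membrane potential fluorescence / Read-out: % inhibition of NPY effect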
# CHOP inhibitor = inhibitors of CHOP promoter induction, primary screen, cell-based, unfolded protein response, luciferase reporter | AID 2732, 2010 | 3.8% of 220,000 active | inhibition, % at 10 µM | CHO-K1 CHOP-promoter luciferase, tunicamycin-induced, 15-18 h;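 active = compounds that reduced the stress-induced luciferase reporter signal by more than about 70% of percent inhibition, limit read from the data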;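 also: 0% = tunicamycin plus vehicle and 100% = wells without tunicamycin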
# * marks the source's active call; other numbers are inactive results; . = no result given.
SMILES,Ba/F3 V617F tox,S1P4 antag,NPY-Y1 PAM-ag,BaF3 tox,NPY2 pot ag,S1P4 ag,p47phox inh,NPY-Y1 antag,CHOP inhibitor
Cn1c(-c2ccc(C=O)s2)nc2c3ccccc3c3ccccc3c21,-4,0,3,1,-6,-3.6,-101,-7,4
COC(=O)c1ccc(-c2ncc[nH]2)cc1,-2,-6,10,3,5,-0.8,-6,-1,-7
CCC(=O)Nc1cccc2cccnc12,-3,-15,9,-1,1,2.8,0,-1,8
Cc1cc(C)c(C)c(OCCCn2ccnc2)c1,1,-16,-24,3,-10,-2.9,7,2,43
O=C(Nc1ccc(N2CCOCC2)cc1)C1CC1,-4,-7,-4,0,12,1.7,-11,-8,-4
O=C(Nc1ccc(N2CCCC2=O)cc1)c1cccc(F)c1,0,-7,-6,0,-8,0.3,-4,-5,-26
O=C1CSC(c2ccccn2)N1c1ccc2ccccc2c1 (centres undefined),-2,-21,29,4,-7,1.8,-4,-2,8
COc1cccc(NC(=O)c2c(C)cc(C)cc2CC(C)(C)C(=O)O)c1,-3,12,-7,-2,-6,1.1,-8,.,12
N/C(=N\OC(=O)C1CC1)c1ccc([N+](=O)[O-])s1,-3,7,10,-5,-7,1.7,-5,.,8
Cc1ccc(NC(=O)CS(=O)CC(=O)Nc2ccc3c(c2)OCO3)cc1Cl (centres undefined),0,12,-13,4,-20,1.7,-8,6,27
O=c1oc2ccccc2c(NCc2ccccc2)c1[N+](=O)[O-],-5,-15,11,3,8,-0.9,-3,0,7
O=C(O)c1ccc(N/N=C/c2ccc(-c3cc(Cl)ccc3Cl)o2)cc1,6,20,-1,0,6,4.2,-25,.,38
CC(=O)c1ccc(NC(=O)CSc2nnc(Cc3cccn3C)n2-c2ccc(F)cc2)cc1,-5,-14,21,1,9,-1.0,-12,-1,-5
Cc1nc(S(=O)(=O)c2ccc(Cl)cc2)nc2c1CCC2,-4,-9,-2,0,-6,-1.2,-8,5,2
Cc1ccsc1C(=O)OCC(=O)Nc1cccc(S(=O)(=O)NC2=NCCCCC2)c1,0,-8,-14,2,7,0.6,-8,-5,4
Cc1nn(Cc2ccc(Cl)cc2)c(C)c1NC(=O)C1CC=CCC1C(=O)O (centres undefined),-2,-17,16,5,16,0.5,3,4,-22
CCOc1ccc(-c2cc3cc(OC)c(OC)cc3c(C)n2)cc1,-1,3,-8,2,11,-0.3,-7,7,29
CCNC(=S)/N=C(\N)Nc1nc(C)c2cc(C)ccc2n1,-5,-8,-4,0,-20,-1.6,-13,5,22
O=C(c1ccc(CNS(=O)(=O)c2ccccc2)cc1)N1CCN(Cc2ccccc2)CC1,-1,-10,32,3,27*,-3.1,-11,-7,46
Cc1ccsc1C1CC(=O)Nc2ccccc2S1 (centres undefined),-1,2,-10,-1,-5,-1.5,-5,.,31
COc1ccc(S(=O)(=O)N2CCSC2c2ccc(N)cc2)cc1 (centres undefined),3,-6,-5,2,-4,2.1,4,-3,46
Cc1ccsc1-c1nc(-c2ccccc2)c(-c2ccccc2)[nH]1,0,-45,37,2,12,3.7,-1,-4,82*
O=c1c([N+](=O)[O-])cccn1Cc1cccc(Cl)c1,1,2,4,0,2,0.4,-2,8,15
Cc1nn(CCCNC(=O)C2CCCO2)cc1Br (centres undefined),-1,15,-3,6,-3,0.9,-10,-2,41
O=C(Nn1cnnc1)c1cc([N+](=O)[O-])cc([N+](=O)[O-])c1,-1,-14,-8,5,10,2.2,2,-8,-7
SMILES,Ba/F3 V617F tox,S1P4 antag,NPY-Y1 PAM-ag,BaF3 tox,NPY2 pot ag,S1P4 ag,p47phox inh,NPY-Y1 antag,CHOP inhibitor
CCc1nnc(NC(=O)c2cccc(S(=O)(=O)N(C)c3ccc(OC)cc3)c2)s1,1,6,3,5,3,-2.0,23,-2,28
O=C(Nc1ccc2c(c1)OCO2)C1CCCN(S(=O)(=O)c2cccs2)C1 (centres undefined),0,-21,-5,2,-16,2.7,4,4,-23
Cc1nn(C)c(Cl)c1NC(=O)OCc1ccc(F)cc1,-1,-18,-5,5,6,1.6,4,-3,32
COC(=O)/C=C/c1ccc(OC(=O)c2ccncc2)cc1,0,-10,-8,2,4,1.4,-5,0,24
CNS(=O)(=O)c1ccc(NC(=O)C2c3ccccc3Oc3ccccc32)cc1,-6,5,20,4,16,-0.7,8,-1,-4
CCOC(=O)C1CCN(C(=O)C23CC4CC(CC(C4)C2)C3)CC1,1,-4,2,2,1,0.1,-11,2,-11
CCOC(=O)c1ccc(CSc2nnc(-c3ccncc3)n2N)cc1,-1,-22,9,1,6,0.4,0,5,-2
CN(C)c1ccc(/C=C2\SC(=S)N(Nc3ncc(C(F)(F)F)cc3Cl)C2=O)cc1,-5,-6,-7,3,-10,0.6,22,2,48
O=C(CCc1ccccc1)NNC(=O)C12CC3CC(CC(C3)C1)C2,6,-3,22,6,-6,-2.0,-9,2,-5
CC(=O)c1sc(NC(=O)c2cccc(C)c2)nc1C,2,-13,8,7,-4,-0.2,-5,-2,-31
COc1cccc2cc(C(=O)C3=C(O)C(=O)N(Cc4ccco4)C3c3cccnc3)oc12 (centres undefined),3,-6,-16,0,-2,-2.3,1,-1,-27
COc1ccc(CCC(=O)NNC(=S)Nc2cccc(C(C)=O)c2)cc1,2,8,-24,2,-21,0.9,-8,4,1
O=C(c1cn(-c2ccccc2)nc1-c1cccnc1)N1CCCCC1,1,-5,-6,4,2,2.9,-7,2,6
COc1cc2c(cc1OC)C(=O)CCS2,0,-13,-2,5,-1,2.1,-2,2,-2
COCCN(C(=O)Cn1nnc2ccccc21)C(C(=O)NC1CCCC1)c1cc(OC)ccc1OC (centres undefined),-3,-11,-33,7,-9,2.9,-18,15,-29
O=C(O)c1ccccc1-c1ccc(/C=c2\sc3nc4cc(Br)cnc4n3c2=O)o1,-4,4,7,2,12,1.6,-13,-5,0
Cc1ccc(C(=O)N/C(=C\c2ccccc2)C(=O)OCc2ccccc2)cc1,5,-14,-13,8,-5,2.8,-8,3,16
CCCCCC(/C=N/Nc1ccc(S(=O)(=O)N2CCOCC2)cc1[N+](=O)[O-])=C\c1ccccc1,2,-17,-16,2,-5,-1.2,-2,9,18
O=C(CCCCCNC(=O)c1ccccc1)N=Nc1c(O)[nH]c2c(Br)cc(Br)cc12,0,-6,4,4,6,0.7,-14,0,35
C#CCOCCOCCOCCNc1nc(N2CCN(C(=O)[C@H]([C@@H](C)CC)n3cc([C@@H](N)Cc4ccc(O)cc4)nn3)CC2)nc(N2CCN(C(=O)[C@H](CCCCN)n3cc([C@@H](N)C(C)CC)nn3)CC2)n1 (some centres undefined),1,0,-11,-3,-1,2.2,3,0,40
COC(=O)c1ccc(CSc2cc(C)c3cccc(C)c3n2)o1,-2,-17,-19,1,-32,0.7,-8,18,35
CCOC(=O)C1=C(CN2CCSCC2)NC(=O)NC1c1ccc2c(c1)OCO2 (centres undefined),-3,-10,-5,2,-16,1.2,-1,4,4
COc1cc(NS(=O)(=O)c2ccc(NC(=S)NC(=O)c3sc4ccccc4c3Cl)cc2)ncn1,-3,-6,-12,1,3,-0.6,9,3,100*
CCCCNC(=O)c1ccc(-n2c(=S)[nH]c3ccccc3c2=O)cc1,-2,-6,-5,-3,-9,1.1,-12,-2,34
O=C(O)C1CCCN(S(=O)(=O)c2cccc3cccnc23)C1 (centres undefined),2,-7,-16,6,-9,-1.1,-18,2,30
SMILES,Ba/F3 V617F tox,S1P4 antag,NPY-Y1 PAM-ag,BaF3 tox,NPY2 pot ag,S1P4 ag,p47phox inh,NPY-Y1 antag,CHOP inhibitor
NS(=O)(=O)c1ccc(Nc2ccc3nonc3c2[N+](=O)[O-])cc1,2,7,-4,5,2,1.1,-2,2,6
COc1ccc(N2CCN(C(=O)/C=C/c3ccco3)CC2)cc1,-1,-6,-3,-4,-3,1.0,-1,8,-5
CCOC(=O)N/N=C/c1c(C)nn(-c2cccc(C(F)(F)F)c2)c1Cl,67*,-13,-12,42*,5,1.3,-2,3,51
O=C(c1nn2c(C(F)(F)F)cc(-c3cccs3)nc2c1Cl)N1CCCc2ccccc21,2,15,6,3,1,0.8,-28,8,47
Cn1c(=S)n(/N=C/c2ccc3c(c2)OCO3)c2ccccc21,-2,-9,8,5,-3,2.1,-1,9,28
O=C(NC(=S)N1CCCc2ccccc21)c1ccc(Cl)cc1,2,2,-58,3,-11,-1.1,-1,11,20
Cn1c(N)c(C(=O)CSc2nc3ccccc3c(=O)n2CCCN2CCOCC2)c(=O)n(C)c1=O,1,-14,-7,1,-1,0.6,-1,2,8
CN(C)CCNc1ccc(-c2nn(C)c(=O)c3ccccc23)cc1[N+](=O)[O-],5,-8,-2,8,-14,-0.9,3,4,-10
Cc1nccn1CC(=O)N/N=C/c1c[nH]c2ccccc12,4,1,11,-1,0,-0.1,2,.,2
COC(=O)C(NC(C)=O)(Nc1nc2ccc(C)cc2s1)C(F)(F)F (centres undefined),-5,-1,17,4,-1,-1.0,-7,7,46
COC(=O)c1c(-c2ccco2)csc1NC(=O)C1CC=CCC1C(=O)O (centres undefined),2,2,-12,3,-1,-0.3,-174,2,28
COC(=O)c1sccc1NC(=O)COc1ccccc1Cl,-4,2,-46,3,4,-2.7,3,9,45
CCN(CC)C(=O)c1ccc(-c2nnc(OC)c3ccccc23)cc1,0,-17,1,-4,-2,1.9,-12,.,7
O=c1c(Cl)c(NCc2ccco2)cnn1C12CC3CC(CC(C3)C1)C2,2,13,-8,7,-10,-0.6,-13,0,11
CCOC(=O)C(=NC1CCS(=O)(=O)C1)NNc1ccccc1Cl (centres undefined),2,4,19,-4,12,0.9,-8,.,16
O=c1[nH]c2c(cnn2-c2ccc(Cl)cc2)c(=O)n1-c1cccc(Cl)c1,-1,-5,4,-5,-6,0.1,-1,.,8
CCN(CC)CCn1c(NCc2ccc(C)o2)nc2ccccc21,4,6,-25,7,-4,0.8,-12,10,-1
COc1ccc(CC2(CO)CCN(C(=O)NCc3ccccc3)CC2)cc1,-2,-8,17,-2,3,1.2,-7,1,63
CCCc1nc(N)c(C#N)c(-c2ccco2)c1CC,3,-17,6,3,12,-0.5,-12,-1,35
Nc1ccc(NC(=O)c2cccs2)c(Cl)c1,2,11,-11,5,-11,0.5,-3,2,0
O=S(=O)(NCC(c1ccco1)N1CCN(c2ccc(F)cc2)CC1)c1ccc2c(c1)OCCO2 (centres undefined),3,-11,-16,4,-4,1.2,-8,-1,47
Cc1c(Cl)cccc1NC(=O)c1cc(C2CC2)on1,-5,-16,-18,0,-4,2.5,-17,2,-14
O=C(Cn1nnc(-c2cccc(C(F)(F)F)c2)n1)N1CCOCC1,-1,-8,-3,5,-5,0.6,-7,-2,-14

# Compound activity as filed in PubChem BioAssay.

# Rows were taken by chance (roughly 7.1% active in at least one column).
